# From PubChem
# Measles CPE: compounds protecting cells from measles virus cytopathic effect, primary screen, measles RdRp inhibitor project, single point, MLSMR library, absorbance; 140,000 tested, 1.5% active; Measles virus-infected cells, CPE protection; protection (pct of control), % at 4 µM; AID 841, 2007; in the data active = protection mostly above about 24%, no sharp cut-off; inactive = mostly below about 26%; also: some compounds called inactive have numbers as strong as hits
# Yeast growth inh: growth inhibitors of yeast BB579 in restrictive medium, primary screen, yeast lifespan-shortening project, S. cerevisiae; OD615, 48 h; inhibition, % at 10 µM; 140,000 tested, 0.51% active;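 active = inhibition above a set limit, 3 SD over the mean compound inhibition, cut at about 44% in these data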; also: inactives centre near -24
#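 Assay system: S. cerevisiae DeaD strain BB579 yeast. Medium: CSMM-D restrictive synthetic medium containing dextrose (glucose). Times: 4 h cell preincubation, 48 h compound exposure, 30 °C humidified. Signal: OD615 turbidity measurement. Benchmarks: positive control amphotericin B 10 µg/mL.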
# MRP1 act: H69AR viability gain despite doxorubicin, primary screen, MRP-1 activator project, H69AR cells, CellTiter-Glo. viability rescue. viability increase, % at 10 µM. 140,000 tested, 0.61% active;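 active = viability gain under doxorubicin at or above a set limit, the compound median plus 3 SD, cut at about 4.7% in these data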;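 also: MRP-1 overexpressing cells given doxorubicin 25 µM after compound pretreatment; 18-22 h compound pretreatment then 72 h with doxorubicin before readout; 0% = doxorubicin-only wells and 100% = vehicle-treated cells without doxorubicin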
# E-sel TNF inh: E-selectin induction blockers in HUVEC – imaging, immunofluorescence, high content, primary screen. 120,000 tested, 0.71% active. HUVEC TNFa-induced E-selectin immunofluorescence. inhibition, % at 2 µM;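 active = inhibition above the batch mean plus 3 SD, and confirmed as a hit on visual image review, cut at about 43% in these data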;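 also: 0% = TNF-stimulated DMSO wells and 100% = unstimulated control wells; not every result past the cut was called active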
# Phagocyt inh: inhibitors of macrophage phagocytosis, primary screen, imaging, J774A.1 cells, IgG beads; inhibition, % at 5 µM; J774A.1 macrophage IgG-bead phagocytosis; 110,000 tested, 0.07% active;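 active = inhibition above the mean of the plate negative controls plus 5 SD, cut at about 13% in these data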;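 also: phagocytic index as fraction of beads internalized from green versus red external bead signal; plate controls were DMSO negative control for no effect and cytochalasin-D positive control for full effect; some results beyond the cut were filed as inactive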
# GALR2 blocker: GALR2 antagonists in receptor-expressing cells, primary screen. antagonist mode. inhibition, % at 4 µM. 140,000 tested, 0.39% active; in the data active = inhibition above about 27%;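 also: cells stimulated with galanin 1-16 at roughly its EC80; 0% = agonist challenge control and 100% = basal control without agonist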
# Target sequence (O43603 whole entry, looked up): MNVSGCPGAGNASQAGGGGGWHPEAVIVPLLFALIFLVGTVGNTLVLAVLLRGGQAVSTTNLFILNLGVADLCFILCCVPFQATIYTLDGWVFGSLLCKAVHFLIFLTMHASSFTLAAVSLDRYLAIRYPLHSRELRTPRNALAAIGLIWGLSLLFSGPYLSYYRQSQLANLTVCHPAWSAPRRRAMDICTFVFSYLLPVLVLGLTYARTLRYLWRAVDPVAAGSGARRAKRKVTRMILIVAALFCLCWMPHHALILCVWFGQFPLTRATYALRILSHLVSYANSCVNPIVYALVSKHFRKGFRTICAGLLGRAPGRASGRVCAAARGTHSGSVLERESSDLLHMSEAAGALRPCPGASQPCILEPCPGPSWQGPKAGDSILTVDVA
# Yeast lifespan up: compounds extending yeast replicative lifespan, primary screen, S. cerevisiae, OD615. AID 775, 2007. inhibition of the nicotinamide effect, % at 10 µM. 130,000 tested, 0.68% active. S. cerevisiae growth with nicotinamide; deaD strain in restrictive glucose medium;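 active = inhibition above a set limit, placed 3 SD over the median of all compounds, cut at about 26% in these data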;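 also: 0% = nicotinamide-treated wells and 100% = cells grown without nicotinamide; some compounds called inactive have numbers as strong as hits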
#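 Assay system: DeaD-strain S. cerevisiae. Medium: CSMM-D glucose medium, restrictive. Reagent: nicotinamide, 1.5 mM, co-present with compound. Compound: 10 µM single point, 0.25% DMSO. Schedule: culture preincubation 4 h, compound exposure 48 h, both 30 °C. Detection: absorbance at 615 nm.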
# PTEN del growth: growth suppression of PTEN-null HCT116, primary screen, cell-based, CellTiter-Glo. HCT116 PTEN-null viability, 60 h; stronger effect = lower value. viability, % at 10 µM. 140,000 tested, 1.2% active;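 active = viability at or below a set limit, 4 SD under the median of all tested compounds, cut at about 3.7% in these data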;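 also: PTEN knockout HCT116 line with beta catenin targeted HCT116 as companion control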
# HCT116 bCat-KO: primary screen for growth suppressors in beta-catenin knockout HCT116 cells (colon tumor, human) | HCT116 beta-catenin knockout viability, CellTiter-Glo, 60 h; stronger effect = lower value | viability, % at 10 µM | 140,000 tested, 1.5% active | AID 818, 2007;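 active = viability at or under a set limit, the compound median less 4 SD, cut at about 6% in these data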;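 also: 0% = Hyamine 1622 control at 20 µM and 100% = untreated cell control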
# NPY-Y2 antag: NPY-Y2 receptor antagonists, primary screen, cell-based; 140,000 tested, 0.99% active; AID 793, 2007; NPY-Y2 expressing cells, antagonist mode; inhibition, % at 2.7 µM; in the data active = inhibition above about 17%;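 also: 0% = vehicle with agonist challenge and 100% = reference antagonist with challenge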
# Target sequence (P49146 whole entry, looked up): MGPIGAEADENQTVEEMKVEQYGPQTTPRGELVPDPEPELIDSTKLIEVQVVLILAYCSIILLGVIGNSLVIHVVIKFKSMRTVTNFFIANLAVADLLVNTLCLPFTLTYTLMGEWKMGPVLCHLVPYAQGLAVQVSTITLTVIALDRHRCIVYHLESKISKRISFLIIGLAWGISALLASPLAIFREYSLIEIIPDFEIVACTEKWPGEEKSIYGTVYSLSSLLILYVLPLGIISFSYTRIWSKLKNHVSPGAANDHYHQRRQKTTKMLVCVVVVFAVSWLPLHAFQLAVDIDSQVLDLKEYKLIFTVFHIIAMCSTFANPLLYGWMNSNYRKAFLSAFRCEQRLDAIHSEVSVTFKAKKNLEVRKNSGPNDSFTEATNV
# * marks the source's active call; other numbers are inactive results; . = no result given.
SMILES	Measles CPE	Yeast growth inh	MRP1 act	E-sel TNF inh	Phagocyt inh	GALR2 blocker	Yeast lifespan up	PTEN del growth	HCT116 bCat-KO	NPY-Y2 antag
Cc1cccc(NC(=S)N/N=C/c2ccc([N+](=O)[O-])s2)c1	5.5	-3.2	-4.9	10.3	.	3.4	-9.1	0.8*	1.0*	-5.3
CCOC(=O)c1c(C)[nH]c(C(=O)COC(=O)CNC(=O)c2ccc(Br)cc2)c1C	3.3	-0.5	0.3	.	-12.3	-7.5	0.7	89.7	90.8	3.9
CCC(=O)Nc1cc2c(cc1C(C)=O)OCCO2	17.0	-16.7	-2.3	-9.6	.	-4.7	-7.0	94.7	88.8	1.8
O=C(c1ccco1)N1CCN=C1SCc1cccnc1	11.3	-29.6	-1.2	-7.3	-0.1	4.3	1.9	99.3	96.3	-2.1
CCOc1ccc(C(=O)COC(C)=O)cc1	2.1	-24.2	0.5	.	.	-14.5	-14.2	113.0	103.0	3.2
O=C(Nc1nc2ccc(Cl)cc2s1)c1ccco1	10.5	-38.4	-0.8	-8.6	.	6.0	-9.9	82.2	73.9	-1.4
O=C(CN1CCOCC1)N/N=C/c1cc2ccccc2nc1Cl	3.1	-34.3	-0.9	-26.1	-0.4	4.1	-1.9	97.5	91.2	3.7
COC(=O)Cc1nnc(NC(=O)C(C)C)s1	9.6	-6.5	-0.7	-2.9	-0.9	-13.2	-3.0	107.4	98.8	2.5
CSc1nnnn1-c1ccc(C(=O)OCC(=O)N2CCOCC2)cc1	8.2	-31.2	-2.0	.	1.1	0.9	-1.7	87.6	90.3	7.0
COc1ccc(CCNC(=O)Cn2cnc3c(cnn3C(C)(C)C)c2=O)cc1OC	4.4	-31.9	-0.4	.	-1.0	-5.4	-3.9	104.4	88.0	1.5
CC(C)C[C@H](NS(=O)(=O)c1ccc(Br)cc1)C(=O)O	6.0	-10.9	-3.6	-1.9	-1.7	-2.6	-30.5	101.2	89.7	11.3
CCCOc1ccc(C2c3c(oc4cc(C)c(C)cc4c3=O)C(=O)N2CCCN(C)C)cc1 (centres undefined)	11.2	-1.8	-1.5	1.7	0.8	2.8	-8.6	86.9	96.7	4.4
COc1ccc(CNc2ccccc2SC)cc1OC	12.4	-43.4	-0.8	21.0	-0.1	6.0	-9.2	98.1	90.1	7.2
Oc1ccccc1Oc1c(F)c(F)nc(N2CCCC2)c1F	3.5	-16.0	-2.2	.	-7.8	-8.6	2.6	88.9	89.4	1.8
Cc1ccc2nc(Cl)c(/C=N/Nc3nc(C)cc(C)n3)c(=O)n2c1	3.4	8.1	-3.9	.	-3.8	16.5	10.1	21.2	8.9	1.0
Cc1cccc(N2CCN(C3=NC(=O)C(=C4CCCCC4)S3)CC2)c1	21.3	7.4	-2.8	-49.6	-0.4	1.0	-11.3	65.1	71.2	6.3
CCOc1ccc(S(=O)(=O)Nc2nc3ccccc3nc2Nc2ccc(N3CCOCC3)cc2)cc1	11.7	-24.7	1.8	34.0	-20.3	-4.2	1.5	79.1	87.5	-3.6
COc1cc(/C=N/Nc2snc(SC)c2C#N)cc(OC)c1OC	8.6	-38.6	-5.0	14.2	.	8.8	-21.0	14.9	13.5	-1.9
CCCCCn1c(SCC(=O)OCC)nc2cc(C(=O)NCc3ccco3)ccc2c1=O	8.9	-33.1	-3.0	.	1.1	-6.3	-0.8	93.0	93.9	1.3
Cc1c(Cl)cnc(NC(=O)COC(=O)CCS(=O)(=O)c2ccccc2)c1Cl	6.0	-35.2	-3.0	-25.3	-0.8	3.5	-10.4	83.6	94.2	-2.1
Cc1ccc2nc(NC(=O)/C=C/c3ccc4c(c3)OCO4)sc2c1	8.0	-14.8	-4.9	-18.8	.	1.7	-2.9	1.2*	7.5	-0.2
COCCN(C(=S)Nc1cc(C)ccc1C)C(C)c1cccnc1 (centres undefined)	27.7	-14.3	-2.4	-10.5	0.0	12.8	2.2	92.4	87.5	3.8
O=C(c1cccs1)N1CCOCC1	8.6	-28.3	-2.0	.	-2.6	1.9	-3.1	93.7	86.4	0.4
CCOC(=O)Cn1nc(-c2ccccc2)nc1-c1ccccc1	25.8	-25.5	-0.1	5.0	-0.3	11.7	-28.6	85.0	82.8	-2.4
O=C(NCc1ccccn1)Nc1ccc(F)cc1	5.4	-29.0	-2.0	8.2	-0.6	-0.6	-4.7	98.6	99.6	1.9
Cc1noc(C)c1C(=O)Nc1sc2c(c1C(N)=O)CCCCC2	1.1	6.9	0.5	-44.6	1.2	11.3	-6.2	82.0	87.3	3.9
CCCCNC(=O)c1ccc(NS(=O)(=O)c2ccccc2)cc1	10.5	-17.6	-3.7	-14.8	-1.9	8.4	-7.7	94.8	98.9	-0.5
CN(C)c1ccc(-c2nc3ccccc3n2C)cc1	11.3	-35.2	-4.8	.	-3.7	7.5	-27.6	56.7	54.6	-0.1
Cc1nn(-c2ccccc2)c2nc(-c3ccco3)cc(C(=O)O)c12	0.7	-57.2	-1.6	4.0	-0.5	-9.5	-5.3	101.2	98.4	2.2
Cc1ccc(NC(=S)NNC(=O)C2CC2c2ccc(C)cc2)cc1 (centres undefined)	10.1	-16.0	-0.1	-12.5	.	-1.4	.	94.5	102.5	7.7

# Brought forward from above: 5 compounds; new compounds follow.
SMILES	Measles CPE	Yeast growth inh	MRP1 act	E-sel TNF inh	Phagocyt inh	GALR2 blocker	Yeast lifespan up	PTEN del growth	HCT116 bCat-KO	NPY-Y2 antag
Cc1noc(C)c1C(=O)Nc1sc2c(c1C(N)=O)CCCCC2	1.1	6.9	0.5	-44.6	1.2	11.3	-6.2	82.0	87.3	3.9
CCCCNC(=O)c1ccc(NS(=O)(=O)c2ccccc2)cc1	10.5	-17.6	-3.7	-14.8	-1.9	8.4	-7.7	94.8	98.9	-0.5
CN(C)c1ccc(-c2nc3ccccc3n2C)cc1	11.3	-35.2	-4.8	.	-3.7	7.5	-27.6	56.7	54.6	-0.1
Cc1nn(-c2ccccc2)c2nc(-c3ccco3)cc(C(=O)O)c12	0.7	-57.2	-1.6	4.0	-0.5	-9.5	-5.3	101.2	98.4	2.2
Cc1ccc(NC(=S)NNC(=O)C2CC2c2ccc(C)cc2)cc1 (centres undefined)	10.1	-16.0	-0.1	-12.5	.	-1.4	.	94.5	102.5	7.7
CCc1cccc2c(C(=O)COC(=O)c3ccc(O)cc3)c[nH]c12	12.8	-13.6	-2.2	.	-5.4	14.7	-1.4	75.6	67.0	-3.5
CC(C)Oc1ccc(NC(=O)c2ccncc2)cc1	17.0	-7.5	-0.3	-13.3	-0.4	11.9	-15.5	90.2	81.0	1.3
Cc1ccc(-n2cccc2/C=N/n2cnnc2)cc1Cl	7.1	-50.7	-0.7	6.5	.	-5.2	-10.7	101.1	94.1	2.4
Cc1ccc(NC(=O)CSc2nccn2Cc2ccccc2)cc1C	10.8	-35.2	0.6	45.7	1.4	0.7	-20.5	96.3	102.2	3.2
O=C(CNC(=O)c1ccccc1F)NCCOc1cccc(Cl)c1Cl	1.4	-8.5	-2.7	-5.0	-1.9	-2.3	0.0	96.5	98.8	4.8
Nc1nnc(CCS(=O)(=O)c2ccc(Cl)cc2)s1	15.4	-20.4	-0.4	-21.9	2.8	-4.0	-6.1	101.2	96.2	1.9
Cc1ccc(S(=O)(=O)/N=c2\sccn2C)cc1	36.4	-48.8	-1.2	-2.3	.	-1.3	-20.7	67.1	63.5	-1.1
CCOc1ccc(N2CC(C(=O)Nc3ccccc3OC)CC2=O)cc1 (centres undefined)	8.1	-12.4	-2.0	.	.	8.1	-3.9	102.1	96.6	3.5
CCCOC1CCCN(C(=O)c2cc(Cl)c(Cl)cc2C(=O)O)C1 (centres undefined)	10.4	-44.5	-0.7	5.2	0.5	-3.8	-7.6	93.8	99.8	6.4
CCOc1ccc(N=c2scc(-c3ccccc3)n2CCO)cc1	3.3	-5.0	-1.3	-1.4	-1.4	7.0	-15.4	73.6	67.5	3.6
CN(c1ccccc1)S(=O)(=O)c1cccc(NC(=O)Cn2cnc3c2c(=O)n(C)c(=O)n3C)c1	12.7	10.6	-2.5	.	-9.1	13.0	1.7	76.0	77.2	1.6
CC(C)N=C(NC#N)SCc1ccc(F)cc1	24.8	-27.1	-1.8	6.5	0.5	-1.1	-4.0	95.2	94.9	-2.1
Cc1ccc(S(=O)(=O)N2CCOCC2)cc1C(=O)Nc1nc(-c2cccnc2)cs1	3.3	-43.0	-0.3	8.2	-3.2	0.1	-1.9	86.7	91.3	1.7
CC(C)(C)c1ccccc1OCCCCCNCCO	3.2	-12.6	-4.0	-28.5	-0.5	6.5	-26.9	64.7	46.4	6.3
COC(=O)c1ccccc1NC(=O)CN1C(=O)c2ccccc2S1(=O)=O	20.8	-25.4	-2.5	7.6	9.7	9.6	-7.2	95.3	93.5	0.5

# Next section:
# The line under a structure holds: Measles CPE	Yeast growth inh	MRP1 act	E-sel TNF inh	Phagocyt inh	GALR2 blocker	Yeast lifespan up	PTEN del growth	HCT116 bCat-KO	NPY-Y2 antag
> CCCOc1ccc(CC(=O)NCC2(c3ccccc3)CCOCC2)cc1OC
→ 22.1	-9.0	-2.7	-10.7	.	6.3	-9.8	90.8	87.9	1.7
> COc1cccc(CNC(=O)CN(c2cc(C)cc(C)c2)S(=O)(=O)c2c(C)noc2C)c1
→ 0.0	5.8	-0.7	-8.3	-0.8	7.5	-2.4	87.7	97.7	0.8
> Cc1ncc([N+](=O)[O-])n1CC(O)CCl (centres undefined)
→ 23.9	-44.5	1.3	.	.	0.2	14.4	106.1	94.8	1.3
> O=C(Cc1cccc2ccccc12)NN1C(=O)C2C(C1=O)C1C=CC2C12CC2 (centres undefined)
→ 17.9	4.6	0.5	47.0	-8.7	-3.0	-5.0	100.9	95.1	1.8
> Cc1cc(OCn2ccc(C(=O)O)n2)ccc1Cl
→ 7.3	-11.0	-1.8	.	.	9.6	-19.9	94.7	87.6	-0.9
